# Screening data: PubChem BioAssay, National Center for Advancing Translational Sciences (NCATS)
# GLP1R inv ag: inverse agonists of human GLP-1 receptor; HEK293 GLP-1R CRE-luciferase, luminescence, 24 h; GLP-1R form is constitutively active; Potency, µM (titrated, usually from 38.3 µM), for inactives: top-dose activity change, negative = inhibition, usual class: inhibitors; 410,000 tested, 1.6% active; note: potency is the fitted concentration of half-maximal effect; % is set by controls: 0 for no effect and ±100 for the full control effect; nearly all actives have a fitted effect of over 55% in size
#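 Inverse agonism was detected as reduced cAMP-driven luciferase luminescence after 24 h compound treatment. The cells were HEK293 clones expressing constitutively active human GLP-1R with the reporter. Reporter-only and GPR119 cell lines served as counterscreen controls.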
# GLP1R ag: agonists of human GLP-1 receptor | P43220 | HEK293 GLP-1R CRE-luciferase, luminescence, 4-6 h; cells express a hypersensitive GLP-1R form | Potency, µM (highest dose often 45.6 µM), without a hit: at the top dose activation, actives largely listed as activators | 380,000 tested, 0.007% active | AID 624172; note: potency is the fitted concentration of half-maximal effect; % of control where 0% means no effect
# D3 ag: D3 dopamine receptor (human) agonism. max activation, %. AID 652048. P35462. 410,000 tested, 0.58% active. D3R DiscoveRx beta-arrestin cells, luminescence, 90 min; in the data active = max activation above about 30%; note: 0% is about no effect; mostly tested at two doses, the higher about 12 µM
#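 Agonist-mode cell screen: cells plated at 1500/well and incubated overnight at 37 °C, then exposed to library compounds for 90 min at 37 °C. Detection reagent was added for 30–60 min at room temperature, and luminescence was read.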
# PI5P4Ka inh: PI5P4K alpha (human) kinase inhibition; 330,000 tested, 1.2% active; max response, %; PI5P4Kalpha enzyme, ADP-Glo luminescence, 60 min; stronger effect = lower value; P48426; AID 652105; active = max response of -50% or lower; inconclusive = between -30% and -50%; inactive = -30% or higher; note: value at the top dose of about 77 µM; % is set by controls: 0 for no effect and ±100 for the full control effect
#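 Reactions run in 0.038 M HEPES pH 7.4, 0.28 mM EGTA, 0.1% CHAPS and 5% DMSO, with PI5P4Kalpha, substrate, compound and 5 microM ATP final, one hour at room temperature. Readout is ADP-Glo luminescence.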
# HEK293 tox: cytotoxicity in counter-screen for GLP-1R inverse agonists. HEK293 cAMP-luciferase reporter cells, luminescence, 24 h. Potency, µM (top dose mostly 38.3 µM), without a hit: at the top dose activity change, negative = inhibition, actives largely listed as inhibitors. 410,000 tested, 0.13% active;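 note: loss of luciferase light is scored as toxicity; potency is the fitted concentration of half-maximal effect; % is set by controls: 0 for no effect and ±100 for the full control effect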
#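 Luminescence readout: signal drop marks cytotoxicity. Plated cells grew 12 h at 37 °C, 5% CO2, received 23 nL compound for 24 h, then got luciferase reagent, read after 12 min at RT.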
# D3 antag: D3 dopamine receptor (human) antagonism | P35462 | D3R cells, DiscoveRx beta-arrestin luminescence, antagonist mode; stronger effect = lower value | 360,000 tested, 2.5% active | AID 652054 | max response, negative = inhibition, %; in the data active = max response below about -50%; inconclusive = no clear call, values can overlap the other calls; note: % is set by controls: 0 for no effect and ±100 for the full control effect; mostly tested at two doses, the higher about 12 µM
#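 Cells expressing the human receptor were seeded at 1500 cells/well, incubated overnight at 37 degrees C in 5% CO2, then exposed to library compounds with dopamine controls for 90 minutes at 37 degrees C before luminescent detection.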
# PLK1 PBD inh: inhibitors of human PLK1 polo-box domain binding; P53350; Plk1 PBD binding of FITC phosphopeptide, fluorescence polarization; Potency, µM, for inactives: max response, negative = inhibition, hits mostly inhibitors; 360,000 tested, 2.8% active; AID 720504; note: potency is the fitted concentration of half-maximal effect; series mostly up to about 57 µM; % is set by controls: 0 for no effect and ±100 for the full control effect; nearly all actives have a fitted effect of over 65% in size
# IL2 activator: activates IL-2 in a cell-based reporter assay; IL-2 activation reporter assay, cell-based qHTS; stimulated with anti-CD3/CD4/CD28 beads; in transgenic mouse T cells; activation, % (series mostly up to about 46 µM); 360,000 tested, 0.065% active; AID 652025; in the data active = activation above about 50%; inconclusive = mostly about 30% to 49%; note: 0% is about no effect
#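 Using fluorescent plate cytometry, EGFP and DsRed are detected in transgenic mouse T cells stimulated 18 h at 37 degrees C with antibody-coated beads after 60 min compound pretreatment.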
# WRN inhibitor: blocks human WRN helicase. WRN helicase unwinding, fluorescent forked duplex, kinetic. Potency, µM (highest dose often 114 µM), inactives show at the highest dose activity change, negative = inhibition, usual class: inhibitors. 360,000 tested, 0.46% active; note: potency is the fitted concentration of half-maximal effect; % is set by controls: 0 for no effect and ±100 for the full control effect; nearly all actives have a fitted effect of over 55% in size
# Target sequence (Q14191 whole entry, looked up): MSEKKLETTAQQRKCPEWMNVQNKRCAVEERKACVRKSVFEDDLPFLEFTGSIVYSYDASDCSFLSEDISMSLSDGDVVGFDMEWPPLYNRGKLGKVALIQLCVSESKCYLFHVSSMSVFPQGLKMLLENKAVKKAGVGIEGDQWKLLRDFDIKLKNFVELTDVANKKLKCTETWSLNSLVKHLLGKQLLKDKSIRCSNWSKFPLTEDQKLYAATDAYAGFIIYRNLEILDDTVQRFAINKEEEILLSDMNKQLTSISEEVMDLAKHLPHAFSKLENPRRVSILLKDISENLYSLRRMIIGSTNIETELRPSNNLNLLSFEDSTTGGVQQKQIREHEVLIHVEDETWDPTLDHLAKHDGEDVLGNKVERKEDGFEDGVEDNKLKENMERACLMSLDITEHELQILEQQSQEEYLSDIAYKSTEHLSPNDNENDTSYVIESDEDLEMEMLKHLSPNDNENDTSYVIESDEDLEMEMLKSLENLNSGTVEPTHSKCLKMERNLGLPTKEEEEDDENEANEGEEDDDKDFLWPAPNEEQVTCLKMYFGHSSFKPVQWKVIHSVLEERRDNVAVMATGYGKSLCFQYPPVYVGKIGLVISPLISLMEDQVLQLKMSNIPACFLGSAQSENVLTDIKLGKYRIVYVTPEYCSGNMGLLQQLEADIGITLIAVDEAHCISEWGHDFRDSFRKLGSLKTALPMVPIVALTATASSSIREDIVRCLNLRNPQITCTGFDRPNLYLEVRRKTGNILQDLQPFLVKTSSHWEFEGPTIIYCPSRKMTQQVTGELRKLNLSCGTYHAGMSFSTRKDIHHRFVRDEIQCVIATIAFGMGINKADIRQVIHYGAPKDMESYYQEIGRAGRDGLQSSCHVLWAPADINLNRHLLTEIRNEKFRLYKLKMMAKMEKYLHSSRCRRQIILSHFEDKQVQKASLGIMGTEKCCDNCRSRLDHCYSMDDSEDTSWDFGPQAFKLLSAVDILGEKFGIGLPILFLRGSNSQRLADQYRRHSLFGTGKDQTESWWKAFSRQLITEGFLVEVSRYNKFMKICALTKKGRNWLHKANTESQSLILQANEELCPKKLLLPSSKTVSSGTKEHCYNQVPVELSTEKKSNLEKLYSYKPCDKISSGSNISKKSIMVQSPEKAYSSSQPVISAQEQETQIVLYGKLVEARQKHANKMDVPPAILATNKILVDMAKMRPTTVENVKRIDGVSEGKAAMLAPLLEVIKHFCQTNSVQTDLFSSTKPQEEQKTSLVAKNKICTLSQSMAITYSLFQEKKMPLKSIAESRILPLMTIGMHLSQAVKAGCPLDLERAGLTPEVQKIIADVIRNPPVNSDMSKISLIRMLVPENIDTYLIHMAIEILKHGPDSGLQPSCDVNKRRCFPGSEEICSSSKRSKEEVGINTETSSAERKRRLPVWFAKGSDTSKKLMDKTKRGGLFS
#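 Kinetic red-fluorescence monitoring (525/598 nm) tracks WRN helicase activity after 100 nM fluorophore-quencher forked duplex and 2 mM ATP are added to 20 nM enzyme pretreated 15 min at room temperature with compound.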
# * hit, by the source's call; ? = inconclusive; nt = no result given; & = joins results of further samples; [ ] = remark or other dose. Unless noted, calls come from the whole dose curve; as a rule, active = well fitted curve in the direction sought with a large enough effect; inconclusive = small, poorly fitted or top-dose-only effect, or another doubt; inactive = no such curve, though single readings can be large; an effect the other way counts as inactive or inconclusive.
item	Compound	GLP1R inv ag	PLK1 PBD inh	D3 ag	WRN inhibitor	HEK293 tox	PI5P4Ka inh	IL2 activator	GLP1R ag	D3 antag
1	Cc1ccc(CN2CC(C(=O)N3CC=C(c4ccccc4)CC3)CC2=O)cc1 (stereo unspecified)	-29%	-2%	2	-8%	-5%	-3	-2.0	7%	16
2	Cc1ccc2c(c1)N(C(=O)CCC(=O)Nc1ccccc1Br)CC(C)O2 (stereo unspecified)	?	-3%	-9	-9%	3%	3	-4.3	8%	-5
3	Cc1c(NC(=O)/C(=C\c2ccccc2)NC(=O)c2ccccc2)c(=O)n(-c2ccccc2)n1C	0%	-7%	-6	9%	5%	-3	-3.7	5%	-18
4	CCCCOc1ccc(C(=S)N2CCC(C(N)=O)CC2)cc1	2%	?	3	0%	3%	0	-0.1	26%	-2
5	NC(=O)Nc1ccc(Oc2c(F)c(F)c(F)c(F)c2F)cc1	?	-6%	-13	3%	25%	3	-0.6	2%	-22
6	Cc1cc(OC(C)C)c2c(-c3ccccc3)cc(=O)oc2c1	0%	-10%	0	-5%	-3%	16	0.2	1%	36
7	O=C(N[C@H](CO)Cc1ccccc1)[C@H]1O[C@@H](n2ccc(=O)[nH]c2=O)[C@H](O)[C@@H]1O	20%	-15%	-16	-3%	2%	1	0.2	-1%	8
8	CCOc1cccc2sc(N(CCN(C)C)C(=O)CCS(=O)(=O)c3ccccc3)nc12	11%	-1%	-3	-20%	-1%	5	1.9	-11%	3
9	O=C(Nc1ccon1)Nc1cc(Cl)ccc1Cl	46%	7%	-6	10%	16%	13	-2.3	6%	1
10	Cc1ccc(NC(=O)C2=C(O)c3sccc3N(C)S2(=O)=O)cc1	-6%	-8%	0	-7%	-5%	?	0.5	-11%	?
11	N#Cc1nc(-c2cccs2)oc1NCc1ccco1	0%	-7%	2	-24%	3%	nt	-0.8	?	-15
12	O=C(O)c1ccc(Cn2ccc3ccccc32)o1	0%	-30%	8	-8%	-5%	-23	-0.9	-7%	-4
13	Cc1ccc(Cn2nc(C)c(NC(=O)c3cc(C)no3)c2C)cc1	6%	1%	-2	-2%	3%	3	-2.1	-2%	8
14	CCc1cc2c(=O)c(-c3nc4ccccc4n3C)coc2c(CN2CCN(C)CC2)c1O	7%	1%	1	3%	-10%	2	1.4	4%	-2
15	CCO[C@H]1OC(C(=O)N2CCOCC2)=C[C@@H](c2ccc(C(F)(F)F)cc2)[C@@H]1CCCO	-5%	-11%	24	3%	5%	2	0.2	7%	-15

# The list goes on:
item	Compound	GLP1R inv ag	PLK1 PBD inh	D3 ag	WRN inhibitor	HEK293 tox	PI5P4Ka inh	IL2 activator	GLP1R ag	D3 antag
16	O=C1Nc2ccccc2C1=Nc1ccc(Cl)cc1	-3%	-23%	2	15%	-1%	1	0.0	7%	-30
17	O=C(CCc1nc2ccccc2c(=O)[nH]1)Nc1cc(C(F)(F)F)ccc1N1CCOCC1	-10%	-8%	-2	-13%	3%	-3	-1.1	8%	-17
18	Clc1ccc(-n2cccc2CN2CCc3c([nH]c4ccccc34)C2c2ccccn2)nc1 (stereo unspecified)	?	-10%	-7	-5%	-10%	0	-0.3	0%	-10
19	COc1ccccc1NC(=O)c1ccc(NC(=O)CN2CCCC2)cc1	2%	-23%	-13	-1%	4%	0	-3.4	-7%	-6
20	COc1ccc(C(=O)Nc2ccc(N3CCC(C)CC3)cc2)cc1Br	9%	-2%	3	6%	1%	-3	0.0	6%	0
21	CCc1ccc(C(c2c(C)nn(-c3ccccc3)c2N)c2c(C)nn(-c3ccccc3)c2N)cc1	?	-2%	3	-12%	5%	7	-0.2	-8%	2
22	Cc1ccc(Oc2ncnc(N)c2[N+](=O)[O-])cc1	7%	-6%	5	0%	17%	7	-1.4	5%	4
23	COc1ccc(NC(=O)Nc2ccc(O)c3ccccc23)cc1	9%	?	33*	-3%	-13%	?	0.1	-6%	-27
24	CCCCC(CC)CN1CN(CC(CC)CCCC)CC(C)(N)C1 (stereo unspecified)	-3%	-4%	3&-5	-7%	-13%	15	1.3	9%	24
25	COc1ccc([C@@H]2[C@@H]3C(=O)N(C(C)(C)C)C(=O)[C@@H]3[C@]3(C)C(=O)N(c4ccc(C(F)(F)F)cc4)C(=O)N23)cc1	?	4%	27	-7%	4%	9	-3.1	26%	-4
26	O=C(Nc1nnc([C@@H]2C[C@H](O)[C@@H](CO)O2)s1)c1cccc(Cl)c1	30%	-9%	4	-3%	4%	11	-0.6	-5%	-10
27	CC(C)(C)OC(=O)N1CCN(C(=O)OCC2c3ccccc3-c3ccccc32)CC1C(=O)O (stereo unspecified)	26%	-12%	2	-7%	23%	-1	0.2	-3%	-27
28	Cc1ccc(C(=O)Nc2cccc(N3C(=O)C4CCC(C)CC4C3=O)c2)cc1 (stereo unspecified)	-13%	2%	5	-14%	4%	-5	0.5	-4%	0
29	COC(=O)c1c(C)[nH]c(C(=O)OC(C)C(=O)N2CCOCC2)c1C (stereo unspecified)	11%	-2%	3	-7%	-2%	2	0.9	-3%	3
30	Cc1cc2oc(=O)cc(CN(C)Cc3ccccc3)c2cc1C	11%	0%	-6	0%	2%	6	-0.4	3%	-19

# Values by screen from the entries so far:
# Entries 20–24 in D3 ag: 3, 3, 5, 33*, 3&-5
# Entries 20–24 in PLK1 PBD inh: -2%, -2%, -6%, ?, -4%
# Entries 20–24 in D3 antag: 0, 2, 4, -27, 24

# Going on with the list.
item	Compound	GLP1R inv ag	PLK1 PBD inh	D3 ag	WRN inhibitor	HEK293 tox	PI5P4Ka inh	IL2 activator	GLP1R ag	D3 antag
31	CCOc1ccccc1NC(=O)CNC(=O)c1nn(-c2ccc(OC)c(OC)c2)c(=O)c2ccccc12	18%	1%	18	-1%	-10%	-2	-0.2	20%	82
32	O=C1C(=O)N(CCCn2ccnc2)C(c2cccnc2)/C1=C(/O)c1ccc(F)cc1 (stereo unspecified)	0%	-10%	-6	4%	7%	4	-1.3	-7%	0
33	CN(c1ccc(F)cc1)S(=O)(=O)c1ccc2[nH]cc(C(=O)O)c(=O)c2c1	-1%	-9%	-5	-24%	-7%	-13	0.9	-14%	9
34	COc1cccc(-n2c(N)c(-c3nc4ccccc4[nH]3)sc2=S)c1	-12%	27µM*	-7	-3%	-4%	-5	3.5	11%	-23
35	O=C(COC(=O)CCc1ccc(S(=O)(=O)N2CCOCC2)cc1)Nc1ccccc1OC(F)F	7%	-3%	1	-16%	0%	-3	1.4	6%	15
36	C=CCn1c(Sc2nc(C)cs2)nc2c1c(=O)[nH]c(=O)n2C	0%	-1%	-1	2%	7%	nt	-2.9	-1%	15
37	CCOc1ccccc1OCCCC(=O)NNC(=O)c1nn(C)c(=O)c2ccccc12	1%	4%	4	4%	-8%	-5	0.8	16%	0
38	C/C(CC(=O)N1CCN(C=O)CC1)=N\NC(=O)c1cccc([N+](=O)[O-])c1	14%	-15%	5	-2%	9%	-14	0.1	6%	-2
39	O=C(NCCSCc1c(F)cccc1Cl)c1ccco1	?	-2%	1	-6%	-1%	0	0.5	3%	9
40	Cc1cc(F)c(F)c(C(=O)N2CCOCC2)c1Cl	-8%	-4%	1	5%	-15%	3	-1.1	-2%	-5
41	N#Cc1ccc(OC(=O)C2CCN(C3=NS(=O)(=O)c4ccccc43)CC2)cc1	16%	-9%	6	24%	-13%	-5	-0.1	-7%	14
42	NC(=O)C1(N2CCCCC2)CCN(Cc2ccc(Br)cc2)CC1	?	-16%	-21	4%	4%	2	-0.1	14%	-115*
43	c1ccc(OCc2nnnn2-c2ccccc2)cc1	3%	-8%	-7	5%	0%	-2	0.3	4%	-24
44	Cc1ccc(C)c(N(C(=O)c2ccco2)C(C(=O)NC2CCCC2)c2ccco2)c1 (stereo unspecified)	?	0%	8	3%	2%	9	-1.3	9%	10
45	COc1ccc(NC(=O)C(c2ccccc2)N(C)C(=O)c2ccc(=O)[nH]c2)cc1 (stereo unspecified)	9%	-5%	3	-16%[57.1 µM]	-2%	0	-1.7	-3%	5

# The list continues.
item	Compound	GLP1R inv ag	PLK1 PBD inh	D3 ag	WRN inhibitor	HEK293 tox	PI5P4Ka inh	IL2 activator	GLP1R ag	D3 antag
46	CN(C)CC1CCC/C(=C\c2ccc(OC(=O)/C=C/c3ccc(Cl)c(Cl)c3)cc2)C1=O (stereo unspecified)	18%	-19%	3	-26%	16%	-2	0.9	1%	-9
47	CC(C)(C)c1cc(C2=CSC3=NCCN23)cc(C(C)(C)C)c1O	?	-14%	-17	0%	14%	3	-0.5	-7%	-23
48	CC(NC(=O)c1ccc(F)cc1F)C1CC2CCC1C2 (stereo unspecified)	?	-23%	0	11%	1%	6	0.2	7%	-15
49	CN(CC(=O)Nc1ccc(Cl)c(C(F)(F)F)c1)C(=O)CCC(=O)c1ccccc1	?	-1%	8	-4%	-32%	19	-0.6	13%	2
50	C(/C=C/c1ccccc1)=N/N1CCN(c2ccccc2)CC1	0%	0%	-19	1%	9%	nt	-0.6	-25%	-11
51	CC1CN(S(=O)(=O)c2cccc(C(=O)OCC(=O)NCc3ccccc3)c2)CC(C)O1 (stereo unspecified)	-28%	-15%	2	-5%	-23%	0	0.3	12%	10
52	O=C(CSc1ccc(-c2ccccc2)nn1)NC1CCCC1	0%	-9%	-14	-31%	2%	-4	-4.0	6%	-12
53	Cc1c(C(=O)Nc2nnc(C3CC3)s2)oc2ccccc12	13%	-4%	-4	-7%	-2%	-27	1.2	2%	2
54	CN(C)c1ccc(CNC2CC(C)(C)NC(C)(C)C2)cc1	?	-11%	-1	-2%	?	4	-2.4	2%	-18
55	Cc1ccc(COc2coc(CO)cc2=O)cc1	-2%	-6%	-2	4%	-10%	0	0.0	-11%	-21
56	O=C(O)CC(NC(=O)C12CC3CC(CC(C3)C1)C2)c1ccc(OC2CCCC2)cc1 (stereo unspecified)	-4%	-18%	0	-33%	18%	2	-0.9	4%	0
57	COc1ccc(/C=C/C(=O)NC(=S)Nc2ccccc2C(=O)NC2CCCCC2)cc1	1%	0%	1	-11%	-9%	nt	-1.9	-2%	7
58	COc1ccc(OC)c(NC(=O)[C@@H]2CCCN2C(=O)c2cccs2)c1	35%[activator]	-1%	11	3%	6%	-1	-1.0	5%	21
